Screening data as filed in PubChem BioAssay.
MLL CXXC-DNA inh – inhibitors of human MLL CXXC domain-DNA interaction. MLL-CXXC / FITC-HOXA9 DNA fluorescence polarization. Potency, µM (highest dose often 115 µM), inactives show at the highest dose activity change, negative = inhibition, most hits filed as inhibitors. 0.037% of 290,000 active; active means well fitted inhibition curve with a large enough effect in the polarisation, with a control signal flat, not every such curve was filed as active; inconclusive means small, poorly fitted or top-dose-only effect, or effect the other way, or a change in a side signal; inactive means no such curve, though single readings can be large or run the other way; the % refers to the polarisation
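Fluorescence polarization: 7 uM MLL-CXXC (stock) preincubated 5 min with compounds, then 50 nM fluorescein-HOX-A9 DNA (stock) added; 30 min ambient. Buffer 50 mM Tris-HCl pH 7.5, 50 mM NaCl, 1 mM DTT, 0.05% BSA.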
BRCA1 expr act – BRCA1 expression activation | MCF7-BRCA1-FFLuc reporter, luminescence, 48 h; response scale: scaled: vehicle 0%, 10 µM genistein 100% | Potency, µM (titrated, usually from 46.1 µM), for inactives: top-dose activation, hits mostly activators | 1.1% of 380,000 active; further: nearly all actives have a fitted effect of over 80% in size; some results filed as inactive show a strong effect at the top dose
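Reporter cells (MCF7, BRCA1 promoter-firefly luciferase) received library compounds across a concentration series for 48 h. End-point luminescence was measured and concentration-effect curves derived after normalization.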
RORg inh – blocks mouse ROR gamma transcriptional activity | Drosophila S2 Gal4-RORgamma UAS-luciferase reporter, 20 h | Potency, µM (highest dose often 53.6 µM), without a hit: at the top dose activity change, negative = inhibition, most hits filed as inhibitors | 5.4% of 310,000 active | AID 2551; further: on the % scale 0 is the no-effect control and ±100 the full control effect; nearly all actives have a fitted effect of over 60% in size
Target sequence (P51450 whole entry, looked up, the tested form may be a part): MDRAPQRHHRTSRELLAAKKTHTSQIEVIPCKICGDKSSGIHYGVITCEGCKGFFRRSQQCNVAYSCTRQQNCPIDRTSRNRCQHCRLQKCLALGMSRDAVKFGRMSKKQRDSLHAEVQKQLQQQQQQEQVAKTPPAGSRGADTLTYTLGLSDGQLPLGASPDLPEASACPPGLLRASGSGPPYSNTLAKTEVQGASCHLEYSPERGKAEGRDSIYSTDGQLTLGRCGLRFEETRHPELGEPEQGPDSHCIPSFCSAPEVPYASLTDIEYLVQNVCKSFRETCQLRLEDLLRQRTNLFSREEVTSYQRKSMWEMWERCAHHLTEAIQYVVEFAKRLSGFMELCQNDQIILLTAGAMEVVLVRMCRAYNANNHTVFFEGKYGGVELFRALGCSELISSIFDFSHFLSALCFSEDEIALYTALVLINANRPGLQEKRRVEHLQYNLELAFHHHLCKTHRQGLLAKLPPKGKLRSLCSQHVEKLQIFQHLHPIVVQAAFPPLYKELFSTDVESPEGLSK
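Read-out: Photinus luciferase luminescence; inhibitors lower reporter signal. Insect Schneider cells with Gal4-ROR gamma fusion under metallothionein promoter, UAS reporter; 700 uM final copper sulfate induction, 20 hr, ambient temperature.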
NPC1 prom act – activates the NPC1 promoter; Huh7 NPC1 promoter luciferase reporter, 24 h; Potency, µM (series often up to 9.22 µM), for the others: top-dose activation, hits mostly activators; 2.4% of 320,000 active; AID 485313;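 further: % of control where 0% means no effect; nearly all actives have a fitted effect of over 60% in size; reporter is driven by a mutant NPC1 promoter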
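Cells: Huh7 expressing luciferase under the NPC1 promoter, 1500/well. Seeded 2 h, compound added, incubated 24 h at 37 °C. Luciferase reagent, 10 min ambient, then luminescence.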
MBNL1-CUG inh – blocks human MBNL1 binding to CUG repeat RNA. Q9NR56. TR-FRET MBNL1-His/biotin-(CUG)12 binding, 665/545 ratio. Potency, µM (titrated, usually from 57.5 µM), for the others: top-dose activity change, negative = inhibition, actives largely listed as inhibitors. 0.036% of 280,000 active. AID 2675; active means well fitted inhibition curve with a large enough effect in the signal ratio, with a control signal flat, not every such curve was filed as active; inconclusive means small, poorly fitted or top-dose-only effect, or effect the other way, or a change in a side signal; inactive means no such curve, though single readings can be large or run the other way; the % refers to the signal ratio; further: on the % scale 0 is the no-effect control and ±100 the full control effect
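Compound titration spanned 92 nM–58 uM against the MBNL1-His/biotin-(CUG)12 complex. After 60 min at room temperature with 5 nM streptavidin-XL665 and 0.055 ng/ul terbium anti-His, ratiometric 665/545 nm emission (Ex 340 nm) normalized to controls.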
FLuc counter – inhibits or activates purified firefly luciferase, miR-21 counter-screen. purified FLuc, Km substrates, luminescence inhibition. P08659. Potency, µM (series often up to 57.5 µM), for the others: at the highest dose activity change, negative = inhibition, hits mostly inhibitors. AID 588342. 6.9% of 360,000 active;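 further: plate controls were vehicle for no effect and reference inhibitor for full effect; nearly all actives have a fitted effect of over 55% in size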
Target sequence (P08659 whole entry, looked up): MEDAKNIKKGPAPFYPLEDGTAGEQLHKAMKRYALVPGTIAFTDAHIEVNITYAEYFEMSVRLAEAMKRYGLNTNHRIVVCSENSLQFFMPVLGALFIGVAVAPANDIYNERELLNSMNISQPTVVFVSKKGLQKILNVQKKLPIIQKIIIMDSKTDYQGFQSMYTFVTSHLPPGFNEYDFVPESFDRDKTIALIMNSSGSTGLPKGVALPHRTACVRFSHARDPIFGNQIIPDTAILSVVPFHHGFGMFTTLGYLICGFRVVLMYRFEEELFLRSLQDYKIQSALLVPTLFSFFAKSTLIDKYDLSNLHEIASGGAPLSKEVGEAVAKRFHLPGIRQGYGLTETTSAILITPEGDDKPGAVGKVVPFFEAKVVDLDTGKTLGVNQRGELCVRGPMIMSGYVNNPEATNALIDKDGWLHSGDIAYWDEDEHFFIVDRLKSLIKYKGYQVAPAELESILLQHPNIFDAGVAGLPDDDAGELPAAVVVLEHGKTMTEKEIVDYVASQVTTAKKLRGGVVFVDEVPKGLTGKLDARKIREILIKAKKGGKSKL
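Biochemical qHTS of compounds, final roughly 60 µM downward over six points, against 10 nM purified firefly luciferase using Km concentrations of substrates (10 uM D-luciferin, 10 uM ATP) in Tris acetate pH 7.5 buffer; luminescence output.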
p53 reactivation – mutant p53 re-activation in reporter cells | Potency, µM (titrated, usually from 92.2 µM), without a hit: top-dose activity change, positive = activation, most hits filed as activators | H1299 p53-A138V BP100-luciferase reporter, luminescence, 24 h | 0.063% of 320,000 active; further: % of control where 0% means no effect; nearly all actives have a fitted effect of over 45% in size
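p53-null H1299 cells stably carrying temperature-sensitive p53-A138V and a BP100-luciferase reporter were pinned with compounds (4-point, 1:5 series) and held 24 hrs at 37 deg C. Luminescence was read 10 min after detection reagent.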
Rab9 prom act – activates the Rab9 promoter. 2.8% of 320,000 active. Huh7 Rab9 promoter-luciferase reporter, luminescence, 24 h. Potency, µM (highest dose often 9.22 µM), without a hit: top-dose activation, negative = inhibition, actives largely listed as activators. AID 485297; further: % of control where 0% means no effect; nearly all actives have a fitted effect of over 60% in size
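Cells were plated at 1500 per well in reduced-serum medium with 10% FBS and left 2 h. Compound in DMSO was then added for 24 h at 37 °C. Reporter signal was read by luminescence after 10 min with luciferase detection reagent.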
VP16 counter – inhibits Gal4-VP16 luciferase reporter, ROR gamma counter-screen; Drosophila S2 Gal4-VP16 UAS-luciferase, luminescence, 20 h; Potency, µM (titrated, usually from 53.6 µM), for inactives: at the highest dose activity, negative = inhibition, usual class: inhibitors; 3.5% of 310,000 active;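 further: Gal4-VP16 expression switched on by copper sulfate through the metallothionein promoter; on the % scale 0 is the no-effect control and ±100 the full control effect; nearly all actives have a fitted effect of over 50% in size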
uPA surface inh – inhibitors of cell surface uPA generation; cell surface uPA generation assay, qHTS; Potency, µM (titrated, usually from 38.3 µM), for the others: top-dose activity change, negative = inhibition, most hits filed as inhibitors; 0.31% of 330,000 active; active means well fitted inhibition curve with a large enough effect; inconclusive means small, poorly fitted or top-dose-only effect; inactive means no such curve, though single readings can be large or run the other way; tested in mouse RAW 264.7 cells; further: on the % scale 0 is the no-effect control and ±100 the full control effect; nearly all actives have a fitted effect of over 55% in size
ELG1 genotox – inducers of genotoxicity in HEK293T ELG1-luciferase cells. HEK293T ELG1-luciferase reporter, luminescence, 16 h. Potency, µM (titrated, usually from 46 µM), for the others: at the top dose activity change, positive = activation, most hits filed as activators. 1.3% of 330,000 active; further: % of control where 0% means no effect; nearly all actives have a fitted effect of over 60% in size
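ELG1-luciferase HEK293T cells, 2,000/well; compound pinned in; 16 hr, 37 °C, 5% CO2; ONE-Glo, 30 min RT; luminescence on CCD imager.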
* = called active by the depositor; ? = inconclusive; · = not tested or not shown; & = joins results of further samples; [ ] = another dose, or the depositor's remark. Unless noted, the call rests on the fitted dose curve; in most records, active means well fitted curve in the direction sought with a large enough effect; inconclusive means small, poorly fitted or top-dose-only effect, or another doubt; inactive means no such curve, though single readings can be large; an effect the other way counts as inactive or inconclusive. Potency means the concentration at half of the fitted maximal effect. These rows are one share of the data. The share of hits here may be higher or lower than overall.

SMILES | MLL CXXC-DNA inh | BRCA1 expr act | RORg inh | NPC1 prom act | MBNL1-CUG inh | FLuc counter | p53 reactivation | Rab9 prom act | VP16 counter | uPA surface inh | ELG1 genotox
COc1ccc(OCCCC(=O)Nc2ccc(N3CCCCC3)cc2)cc1 | -20% | 5% | 13% | 1% | · | -19% | 6% | 1% | -1% | -2% | 0%
Cc1ccc(Nc2nc(-c3sc(NC(=O)c4ccccc4)nc3C)cs2)cc1 | ? | 20% | -24% | 2% | 108%[activator] | 12µM* | 1% | 8% | -2% | 4% | -3%
O=S(=O)(Nc1nc2ccccc2nc1Cl)c1ccc(F)cc1 | -4% | -22% | 21% | 2% | 22% | 0% | -4% | 29% | -7% | 6% | -4%
O=S(=O)(NCC(Nc1ccc(Cl)cc1)c1ccccc1)c1ccc(Cl)cc1 (stereo not drawn) | -3% | -36% | ? | -2% | 6% | 3% | 0% | -5% | ? | -9% | 0%
CN1CCc2c(sc3c2c(=O)n(-c2ccccc2)c2nnc(SCc4ccccc4)n32)C1 | 8% | -20% | -1% | 1% | ? | 5% | -4% | 1% | 0% | -1% | -1%
CCOC(=O)C1=C(COC(=O)C(CC)Oc2ccccc2)NC(=O)NC1C (stereo not drawn) | · | -5% | · | 2% | · | 8% | 4% | 1% | · | -1% | 1%
COCC(C)NC(=O)NC1(C(F)(F)F)Oc2ccc(Cl)cc2O1 (stereo not drawn) | -17% | -55% | 10µM* | -3% | -12% | 0% | 15% | -18% | 11µM* | -8% | 3%
O=C(NCCc1ccc(Cl)cc1)C1CCCN(S(=O)(=O)c2cnc[nH]2)C1 (stereo not drawn) | -3% | 8% | 12% | 5% | -11% | 1% | 0% | 8% | -21% | 3% | -2%
CC(C)(C)n1cnc2cc(NC(=O)c3ccc(Cl)cc3)ccc21 | -6% | ? | ? | 0.56µM* | -3% | 4.8µM* | · | 0.5µM* | -16% | -11% | 2.9µM*
CCOC(=O)CCC(=O)NNC(=O)COc1ccc(C(C)C)cc1Br | 0% | -24% | -3% | -1% | 2% | ? | -1% | 15% | 1% | 5% | 4%
O=C(CN1C(=O)C2CC=CCC2C1=O)Nc1ccc(-c2nnc3n2CCCCC3)cc1 (stereo not drawn) | 7% | 14% | ? | 1% | -7% | 4% | 3% | 4% | 1% | 2% | 3%
COc1ccccc1-c1cn(-c2ccccc2)c(=S)[nH]1 | ? | -3% | 2.8µM* | 3% | 4% | -3% | ? | -4% | 5.6µM* | -3% | 0%
COc1ccc(/C=N/n2cncn2)cc1Cn1nc(C)c([N+](=O)[O-])c1C | -6% | 0% | 27% | -1% | 6% | 1% | 0% | -7% | 0% | -1% | -2%
Cc1c(Cc2ccccc2)c(=O)n2c([nH]c3ccccc32)c1C#N | -8% | -22% | -38% | 2% | -1% | 5% | -3% | 0% | ? | -4% | -18%
CCN(Cc1ccccc1)S(=O)(=O)c1cc(C(=O)NCCCN(C)C)ccc1OC | 10% | 0% | 26% | -5% | -6% | -4% | -1% | -3% | -1% | 0% | 4%

Marked active in Rab9 prom act (from the list above):
Structure	MLL CXXC-DNA inh	p53 reactivation	Rab9 prom act	uPA surface inh
CC(C)(C)n1cnc2cc(NC(=O)c3ccc(Cl)cc3)ccc21	-6%	·	0.5µM*	-11%

(further entries)
SMILES | MLL CXXC-DNA inh | BRCA1 expr act | RORg inh | NPC1 prom act | MBNL1-CUG inh | FLuc counter | p53 reactivation | Rab9 prom act | VP16 counter | uPA surface inh | ELG1 genotox
O=C(CS(=O)CC(=O)Nc1ccc(Cl)cc1)NCC1OCCc2ccccc21 (stereo not drawn) | -4% | -12% | -24% | 1% | -5% | 2% | -3% | -2% | 2% | -1% | 3%
Cc1cc(C(=O)Nc2nnc(-c3ccccc3)s2)no1 | -8% | 67% | 26% | 26% | -14% | 27µM* | ? | ? | -1% | 0% | 20%
c1ccc(-c2csc(Cc3nnc4n3CCCCC4)n2)cc1 | -6% | 15% | 3% | -4% | 1% | 5% | 7% | -4%[1.84 µM] | -2% | · | 1%
O=C(Nc1ccc(F)cc1)C(=O)c1cn(CC(=O)N2CCOCC2)c2ccccc12 | 0% | 42% | 26% | 20% | 16% | 2.7µM* | 21% | 21% | 13% | ? | 7%
CSc1ccc(/C=C(/NC(=O)c2ccccc2)C(=O)N2CCN(C)CC2)cc1 | -5% | -20% | 8% | -6% | · | -3% | -2% | 0% | -13% | 6% | 2%
Cc1cccc(Oc2nc3ccccn3c(=O)c2/C=C(\C#N)C(=O)NC2CCS(=O)(=O)C2)c1C (stereo not drawn) | 0% | -15% | -10% | -5% | 17% | 0% | 2% | 0% | -13% | -7% | 1%
COc1cc(CC(=O)Nc2cccc(SC)c2)cc(OC)c1OC | -1% | -16% | ? | -15% | 5% | 3% | -6% | -21% | ? | -2% | -2%
Cc1ccc(NC(=O)CCN2C(=O)NC3(CCCC3)C2=O)cc1 | · | 10% | · | -4% | · | 6% | 8% | -1% | · | 0% | 0%
Cc1ccc(NC(=O)c2cc(NC(=O)c3ccco3)ccc2N2CCCCC2)cc1 | 3% | -37% | 11% | 1% | 3% | 2% | 4% | -9% | -5% | 0% | 2%
CC(CN1CCCC1)C(=O)NN (stereo not drawn) | 2% | 1% | -1% | -5% | -4% | 0% | 13% | -4% | -3% | 2% | 0%
CCCc1ccc(C(=O)/C=C/N(C)C)cc1 | 30% | 13µM* | 10% | 1.1µM* | -2% | 5.4µM* | 9% | 1.4µM* | 2% | -5% | 9.2µM*
CCN(CC)CCNC(=O)c1ccccc1N | 3% | 1% | 5% | -4% | 8% | 6% | -21% | 1% | -13% | -1% | -4%
CCOC(=O)NC(NCc1cccc(C(F)(F)F)c1)(C(F)(F)F)C(F)(F)F | 1% | -1% | -2% | -1% | -5% | 2% | 8% | -4% | -4% | 2% | 1%
CCn1cc(C(=O)Nc2ccccc2C(=O)OC)c(=O)c2ccc(C)nc21 | 0% | · | -16% | 0.56µM* | -4% | 3.4µM* | ? | 1.1µM* | -22% | · | ?
CCC(C(=O)N1CCOCC1)n1c2ccccc2c2nc(=O)cc(C)n21 (stereo not drawn) | 10% | -3% | -23% | 2% | 2% | 0% | 4% | 0% | -1% | 3% | 1%
COc1ccc(-n2nc3c(N4CCC(C(=O)NCCc5ccco5)CC4)nnc(C)c3c2C)cc1 | -4% | -15% | 6% | -5% | -4% | 1% | 0% | -1% | -5% | ? | 6%
C/C(=N\Nc1nc2ccccc2s1)c1ccc2c(c1)OCO2 | -6% | 28% | ? | 27% | · | 9.5µM* | ? | ? | ? | -4% | ?
O=C(CSc1ncnc2c1oc1ccccc12)Nc1cccc(C(F)(F)F)c1 | 16% | -28% | -28% | -3% | 124%[activator] | -2% | 4% | 2% | ? | -2% | 1%
COC(=O)c1c(NC(=O)C(C)C)sc(C(=O)N2CCOCC2)c1C | 11% | -6% | -3% | -6% | 2% | 1% | -4% | -4% | -3% | -5% | 10%
Cc1ccc2cccc(SCC(=O)Nc3ccc(F)cc3)c2n1 | -16% | -25% | ? | -4% | 5% | 0% | -8% | -7% | 1% | 15% | -2%
CCN(CC)CCNC(=O)c1cc(S(=O)(=O)N2CCc3ccccc32)cn1C | · | -22% | ? | -1% | 3% | -1% | 9% | 3% | 4% | 3% | 0%
CCCCCCOc1ccc(C(CC(=O)NC)C(=O)O)cc1 (stereo not drawn) | 0% | -16% | 1% | -3% | -7% | ? | 14% | -5% | -7% | 6% | 2%
Cc1cc(-c2nnnn2-c2ccc(C(F)(F)F)cc2)no1 | 3% | -22% | -12% | -2% | · | 2% | 5% | 1% | 7% | 4% | -2%
COc1ccc(OC)c2c1cc(C(=O)N[C@@H](C)C(=O)N[C@@H](C(=O)O)c1ccccc1)n2C | -5% | 22% | 28% | -5% | 1% | 1% | -1% | 0% | -6% | 2% | 1%
CCOC(=O)CSc1nc2sc3c(c2c(=O)n1CC)CC(C)(C)OC3 | 2% | 2% | 6% | -1% | -6% | -7% | 1% | 0% | -1% | -9% | 1%
O=C(NC(N1CCCCCC1)C(Cl)(Cl)Cl)c1ccccc1Cl (stereo not drawn) | -10% | -2% | 15% | 2% | · | -1% | -8% | 1% | 1% | -4% | 0%
COc1ccccc1N1CCN(S(=O)(=O)c2ccc(-c3cnc(C4CC4)o3)cc2)CC1 | 7% | -7%&-17% | ? | -2% | 2% | 0%&-3% | 10% | 0% | -13% | -23% | -6%
Cc1nn(CC(O)COc2ccc3c(c2)CCC3)c(C)c1Br (stereo not drawn) | -2% | 1% | -2% | -3% | 4% | 2% | -5% | -1% | -29% | 1% | -2%
